CFTR F508del cor: F508del CFTR correction, initial screen, CFBE line, single point | CFBE cells, YFP halide quenching; stimulated with forskolin plus potentiator P3; % fluorescence drop versus neutral controls | activity (quench increase), % at 7.58 µM | 350,000 tested, 0.36% active | AID 720511, 2013;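 active = mean added fluorescence quench of at least 8% versus neutral control, with both replicates also reaching 8%; inconclusive = only one of the mean or replicate conditions met; inactive = mean below 8% and not both replicates reaching 8%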;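 also: cells transiently co-express mutant CFTR-F508del with the halide-sensitive YFP; corrector assay measuring rescue of mutant channel to the surface after 24 h compound exposure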
EWS-Fli block: EWS/Fli-driven NR0B1 reporter inhibitors, primary screen, A673 cells, NR0B1 luciferase, luminescence, MLPCN library; AID 651661, 2012; viability-normalised; inhibition, % at 12.6 µM; 350,000 tested, 0.67% active;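 active = mean inhibition of at least 50% after viability correction, with every replicate also passing that limit; inconclusive = mean reaches 50% but only one of two replicates passes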;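 also: firefly luciferase signal divided by Alamar Blue viability fluorescence both relative to DMSO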
PAX8 inh HTS: inhibitors of PAX8-driven TPO luciferase reporter, primary screen, RMG-I cells, single concentration; SteadyGlo, 24 h; inhibition, % at 12.6 µM; AID 652154, 2013; 360,000 tested, 1.2% active;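 active = mean replicate inhibition at least 60% with every replicate also reaching 60%; inconclusive = only one of the two criteria is met; inactive = mean below 60% and not all replicates reaching 60%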;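 also: luciferase light reporting Pax8 driven TPO promoter activity; plate controls were median of neutral control wells for no effect and mitoxantrone controls for full effect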
DENV2 CPE: inhibitors of DENV2 cytopathic effect, primary screen, cell-based, plate reader, single concentration; CPE inhibition, % at 9.99 µM; DENV2-infected cells, cytopathic effect rescue; 350,000 tested, 1.7% active; AID 651640, 2012; in the data active = CPE inhibition above about 20%, passing the limit was not always enough; inconclusive = no clear call, values can overlap the other calls; tested in BHK-21 cells;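 also: 0% = median of neutral control wells and 100% = median of positive control wells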
FN deposition inh: inhibitors of fibronectin matrix deposition, primary screen, AH1F cells, Alexa488-fibronectin fluorescence, plate reader; AH1F fibroblasts, overnight; AID 743247, 2014; 350,000 tested, 0.086% active; inhibition, % at 12.6 µM;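 active = mean inhibition across replicates of 30% or more, regardless of how many single replicates reach that level; inconclusive = mean under 30% yet at least half of replicates reach 30%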;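 also: positive control wells lacked labelled fibronectin entirely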
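Schedule: 1 h cell adhesion before compound, then overnight fibronectin incubation; test system: AH1F fibroblast monolayer depositing Alexa488-labelled fibronectin into matrix; quantity: 10000 AH1F cells per well; probe or stimulus: fluorescent fibronectin at 24 nM final; signal: fluorescence, ex 485 nm, em 525 nm; evaluation: percent inhibition as loss of matrix-bound fibronectin fluorescence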
miR-122 sensor: miR-122 Renilla sensor signal increase in Huh7, primary screen, miR-122 inhibitor project, cell-based, single point, plate reader; activation (reporter increase), % at 12.5 µM; Huh7 miR-122 Renilla luciferase sensor, 48 h; neutral wells = 0, positive control = 100; 340,000 tested, 0.3% active; AID 602342, 2012;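 active = mean replicate activation score at least 90 and every replicate individually at or above 90; inconclusive = only one of the two criteria met; inactive = neither criterion met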;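 also: higher luciferase means less miR-122 activity so hits act as miR-122 inhibitors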
INS-1E GSIS act: GLuc luminescence reporter in INS-1E cells, primary screen for activators of glucose-dependent secretion of insulin | activation, % at 16.6 µM | INS-1E GLuc reporter insulin secretion, 2-3 h | 370,000 tested, 0.61% active;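 active = lowest replicate activation of at least 40%, so every replicate reaches that level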;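 also: 0% = median of neutral control wells and 100% = median of IBMX positive control wells; some compounds called inactive have numbers as strong as hits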
* hit, by the source's call; ? = inconclusive; · = no result given; & = joins results of further samples; [ ] = remark or other dose.

SMILES	CFTR F508del cor	EWS-Fli block	PAX8 inh HTS	DENV2 CPE	FN deposition inh	miR-122 sensor	INS-1E GSIS act
CC(C)c1ccc(CN2CCC2(C)C(=O)Nc2cnc3ccccc3c2)cc1 (stereo not drawn)	3.3	9.9	0.5	?	·	-24.4	-12.6
CCOC(=O)C1CCCN(C(=O)c2cc3c(OC)c(OC)c(OC)cc3[nH]2)C1 (stereo not drawn)	-2.2	7.9	13.5	0.2	5.0	·	-9.1
C[C@@H]1CCCCO[C@@H](CN(C)C(=O)Cc2ccccc2)[C@@H](C)CN([C@@H](C)CO)C(=O)c2cc(N(C)C)ccc2O1	-1.7	-1.9	-0.7	·	·	16.4[16.7 µM]	-14.3
COc1ccc(S(=O)(=O)N(C)C[C@H]2Oc3ccc(NC(=O)Nc4c(C)noc4C)cc3CC(=O)N([C@@H](C)CO)C[C@H]2C)cc1	0.4	-5.0	·	-3.6	·	3.6[16.7 µM]	11.4
Cc1cc(NC(=O)Nc2cccc([N+](=O)[O-])c2)no1	-6.7	-3.8	-27.9	3.2	-7.9	-8.0	4.3
CCn1cc([N+](=O)[O-])c(C(=O)N2N=C(c3ccc(OC)cc3OC)CC2c2ccccc2O)n1 (stereo not drawn)	·	-34.7	-1.3	-0.9	3.0	-0.4	-17.3
Cc1cc(NC(=O)C2CC2)ccc1NC(=O)c1cccs1	-1.1	-14.7	-6.1	3.6	2.6	-8.2	4.5
CCCN(C)C[C@@H]1Oc2ncc(-c3ccc(F)cc3)cc2C(=O)N([C@H](C)CO)C[C@@H]1C	-2.4	0.5	·	?	0.6	-4.6[16.7 µM]	12.1
O=C(NCC1COc2ccccc2O1)c1ccc(Cl)c(S(=O)(=O)N2CCOCC2)c1 (stereo not drawn)	-0.8	-0.9	7.0	9.1	0.6	-3.4	-45.7
CCN(Cc1ccccc1)C(=O)c1cc2cc(OC)c(OC)cc2[nH]1	1.3	-21.8	-1.3	2.6	8.0	0.1	-5.0
C[C@H]1CN([C@@H](C)CO)C(=O)c2cccc(NS(=O)(=O)c3ccc(F)cc3)c2O[C@@H]1CN(C)S(=O)(=O)c1ccc(F)cc1	-2.5	-7.9	0.4	-2.7	·	11.2[16.7 µM]	1.4
C[C@@H]1CN([C@H](C)CO)S(=O)(=O)c2ccc(-c3ccccc3)cc2O[C@H]1CN(C)Cc1ccccc1	-3.8	27.6	·	·	-6.5	-0.3[16.7 µM]	-5.4
CC(C)CC1O[C@@H](C)[C@@H]2CN3CCc4c([nH]c5ccccc45)[C@@H]3C[C@@H]2N1C (stereo partly drawn)	-3.1	0.0	18.4	?	3.6	·	2.4
Cc1ccc2[nH]c(-c3ccccc3)c(CN(C)C)c(=O)c2c1	·	·	·	·	-0.4	-4.0	11.2
COc1ccc(N2CCN(C(=O)CCCn3c(=O)[nH]c4ccsc4c3=O)CC2)cc1	-0.1	-6.9	-8.3	0.0	-1.8	-1.5	1.0
COc1ccc(Cn2c(=O)c3[nH]cnc3n(-c3ccccc3C)c2=O)cc1	·	43.3	7.4	-7.7	6.9	·	63.5*
CCS(=O)(=O)Nc1ccc(C2=NN(C(=O)c3ccco3)C(c3cccc(F)c3)C2)cc1 (stereo not drawn)	1.0	6.3	7.3	·	-2.6	3.9	-2.9
Nc1ccc(C#Cc2ccc3oc4ccccc4c(=O)c3c2)cc1	2.6	-110.3	-67.2	7.8	-8.1	·	·
COc1ccc(CNC(=O)c2cc3c(c(-c4cccc(-c5cccc(C#N)c5)c4)n2)[C@@H](CCO)N([S@](=O)C(C)(C)C)C3)cc1	2.6	9.9	14.6	0.1	8.1	·	-37.1
COc1ccccc1N1CCN(/N=C(\C)c2ccc(O)cc2)CC1	-2.6	-56.8	-4.9	3.0	-1.8	·	9.0
CCCNC(=O)N1CCC2(CC1)CN(C(=O)c1ccccc1)[C@H](CO)c1[nH]c3cc(OC)ccc3c12	-0.7	1.9	·	-5.3	·	·	8.1
COc1ccc(NC(=O)Nc2ccc3c(c2)C(=O)N([C@@H](C)CO)C[C@H](C)[C@@H](CN(C)C(=O)Nc2ccc4c(c2)OCO4)OCCCC[C@H](C)O3)cc1	1.3	6.0	0.2	0.7	·	-3.7[16.7 µM]	24.7
CCCNC(=O)N(C)C[C@H]1Oc2cc(C#Cc3ccccn3)ccc2S(=O)(=O)N([C@@H](C)CO)C[C@@H]1C	2.3	1.2	·	11.1	-2.6	23.8[16.7 µM]	13.2
CC1=C(C(N)=O)C(c2cccc(O)c2)n2nc(CCCO)nc2N1 (stereo not drawn)	3.6	-6.8	-2.7	19.7	15.7	-1.2	0.7
O=C(C[C@H]1C=C[C@H](NC(=O)Nc2ccc3c(c2)OCO3)[C@@H](CO)O1)NCCCN1CCOCC1	4.1	-1.5	3.7	-4.0	·	·	3.8
COc1ccc(N2CCN(CC(=O)Nc3ccccc3SC)CC2)cc1	4.7	-10.0	23.7	-4.0	·	-4.3	·
O=[N+]([O-])c1ccccc1S(=O)(=O)Nc1ccc(S(=O)(=O)N2CCOCC2)cc1	4.6	-2.8	-11.1	31.4*	5.7	-1.0	-16.0
COc1cc(/C=N/NC(=O)CCn2cnc(-c3ccccc3)c2-c2ccccc2)ccc1O	3.0	2.5	13.7	·	11.3	·	16.1
Cc1ccc(CNC(=O)c2ccc(S(=O)(=O)N3CCCCCC3)cc2)cc1	-1.0	15.3	-0.1	12.9	-0.6	-1.6	·
COc1cc(/C=N/NC(=O)C(NC(=O)c2ccccc2)c2n[nH]c(=O)c3ccccc23)ccc1OCC(N)=O (stereo not drawn)	-1.1	3.1	12.8	-3.4	3.8	-4.4	3.1
CCOc1cc2c(Cl)ncnc2c(OCC)c1OCC	-1.5	2.8	8.6	-0.7	5.6	-6.9	7.3
COC(=O)N(C)C[C@@H]1OCc2cn(nn2)CCCC(=O)N([C@H](C)CO)C[C@H]1C	1.4&0.5	11.8&-5.2	-7.9&-5.3	-2.5&-4.3	13.3&-3.3	5.3[16.7 µM]	3.2&0.5
O=C(CC1SC(N2CCOCC2)=NC1=O)Nc1cccc(C(F)(F)F)c1 (stereo not drawn)	-1.8	-3.8	11.9	6.7	1.4	·	·
COC/C=C/C1=CC2=CC(=O)C(C)(OC(=O)c3cnc4ccccc4n3)C(=O)C2=CN1Cc1ccco1 (stereo not drawn)	-1.4	-12.0	23.2	-4.2	7.6	-3.5	-18.4
COc1cccc(NC(=O)Nc2ccc3c(c2)C(=O)N(C)[C@@H]2CC[C@H](CC(=O)NCCc4ccccc4)O[C@@H]2CO3)c1	·	-2.1	2.1	·	5.3	·	-9.8
C[C@@H]1CN([C@@H](C)CO)C(=O)c2cc(NC(=O)CCC(F)(F)F)ccc2O[C@@H](C)CCCCO[C@H]1CN(C)S(=O)(=O)c1ccccc1	2.8	12.5	-3.8	-4.3	·	8.2[16.7 µM]	-4.4
O=C(NCCNC(=O)c1ccc(Br)o1)c1cccnc1	-0.1	1.0	·	-6.1	2.7	4.3	4.5
CCS(=O)(=O)N1[C@H](C#N)[C@@H](c2ccc(C#CC(C)C)cc2)[C@H]1CO	-3.5	4.9	2.5	5.3	11.5	·	11.6
CCN(CC)c1ccc(C(=S)NCc2ccccc2)cc1	3.2	-8.8	-2.9	0.0	2.1	3.5	-4.3
COc1ccccc1C(=O)Nc1ccc2c(c1)OC[C@@H](C)N(C(C)=O)C[C@@H](C)[C@@H](OC)CN(C)C2=O	-0.7	-3.3	15.3	4.0	-0.2	·	3.7
O=C(Nc1nc2c(ccc3ccccc32)s1)c1ccco1	·	·	-105.4	·	-16.5	50.6	·
COc1ccccc1-c1cn(CC[C@H]2CC[C@@H](NS(=O)(=O)c3ccccc3C)[C@@H](CO)O2)nn1	5.8&1.9	10.2&2.3	-0.1&-5.5	-4.3&2.4	-18.2&-4.9	·	4.1&-27.8
CCC(=O)N1[C@H](CO)[C@H]2c3ccccc3N(S(=O)(=O)c3ccccc3)C[C@H]21	2.9	-5.3	-8.2	?	·	25.0[16.7 µM]	13.8
CCOC(=O)C1(CCc2ccccc2)CCN(C(=O)[C@@H]2C[C@@H](C)NC(=S)N2)CC1	-0.8	-13.3	-14.5	7.7	-6.7	4.4	-19.8
Cc1cc(N2CCN(S(=O)(=O)c3ccc4ccccc4c3)CC2)n2ncnc2n1	-2.0	9.8	-0.7	-0.9	8.0	-3.1	8.5

An excerpt of these results, field by field:
compound: COC/C=C/C1=CC2=CC(=O)C(C)(OC(=O)c3cnc4ccccc4n3)C(=O)C2=CN1Cc1ccco1 (stereo not drawn)
  CFTR F508del cor = -1.4 | EWS-Fli block = -12.0 | PAX8 inh HTS = 23.2 | DENV2 CPE = -4.2 | FN deposition inh = 7.6 | miR-122 sensor = -3.5 | INS-1E GSIS act = -18.4

compound: Cc1cc(N2CCN(S(=O)(=O)c3ccc4ccccc4c3)CC2)n2ncnc2n1
  CFTR F508del cor = -2.0 | EWS-Fli block = 9.8 | PAX8 inh HTS = -0.7 | DENV2 CPE = -0.9 | FN deposition inh = 8.0 | miR-122 sensor = -3.1 | INS-1E GSIS act = 8.5

compound: CCOC(=O)C1(CCc2ccccc2)CCN(C(=O)[C@@H]2C[C@@H](C)NC(=S)N2)CC1
  CFTR F508del cor = -0.8 | EWS-Fli block = -13.3 | PAX8 inh HTS = -14.5 | DENV2 CPE = 7.7 | FN deposition inh = -6.7 | miR-122 sensor = 4.4 | INS-1E GSIS act = -19.8

compound: COc1cccc(NC(=O)Nc2ccc3c(c2)C(=O)N(C)[C@@H]2CC[C@H](CC(=O)NCCc4ccccc4)O[C@@H]2CO3)c1
  CFTR F508del cor = · | EWS-Fli block = -2.1 | PAX8 inh HTS = 2.1 | DENV2 CPE = · | FN deposition inh = 5.3 | miR-122 sensor = · | INS-1E GSIS act = -9.8

Next entries:
SMILES	CFTR F508del cor	EWS-Fli block	PAX8 inh HTS	DENV2 CPE	FN deposition inh	miR-122 sensor	INS-1E GSIS act
COc1cccc(CN(C)C(=O)C23CC4CC(CC(C4)C2)C3)c1	2.4	·	3.4	8.6	-5.2	·	-57.1
CCCN(CCC)S(=O)(=O)c1ccc(C(=O)Nc2nc3c(s2)CCc2ccccc2-3)cc1	·	·	2.3	·	-22.3	5.4	1.8
O=C(C(=O)N1CCN(S(=O)(=O)c2ccccc2)CC1)c1cccc(C(F)(F)F)c1	1.3	-6.6	-5.1	?	12.3	·	-35.2
CNC(=O)C[C@H]1CC[C@H]2[C@H](COc3ccc(NC(=O)c4cscn4)cc3C(=O)N2C)O1	-1.3	-4.0	-6.5	-0.6	3.8	20.8[16.7 µM]	9.5
CC(C)Nc1nc(Cl)nc(Nc2ccccc2)n1	-2.1	-116.6	-103.4	1.0	9.3	-6.2	29.3
CC(=O)NS(=O)(=O)c1ccc(NC(=O)C2C3C=CC(C3)C2C(=O)O)cc1 (stereo not drawn)	·	·	14.1	·	0.7	·	15.6
CCc1ccc(NC(=O)C(C)OC(=O)CN2C(=O)NC3(CCCC3)C2=O)cc1 (stereo not drawn)	-2.6	-13.6	-27.7	4.0	8.9	-6.9	-14.6
O=C(CN1CCCCC1)N/N=C/c1cccc(C(F)(F)F)c1	-2.6	-7.9	4.0	?	2.9	13.1	-20.3
COc1ccc(NC(=S)Nc2cc(-c3ccccc3)[nH]n2)cc1Cl	·	·	·	·	2.2	4.4	-7.9
COc1ccc2c(c1)C(c1cccs1)=NNC(c1ccncc1)=N2	-0.1	-7.6	24.1	-0.5	-21.0	·	6.8
CCOc1cccc(-c2csc(C3COc4ccccc4O3)n2)c1 (stereo not drawn)	·	·	-128.1	·	0.9	·	126.3*
